EPAC2 ag: qHTS for Agonist of cAMP-regulated guanine nucleotide exchange factor 4 (EPAC2): primary screen | EPAC2 activation, biochemical qHTS; response scale: 100% = 6.5 mM cAMP response | Potency, µM (doses to about 154 µM), without a hit: top-dose activation, most hits filed as activators | 360,000 compounds, 0.079% hits | AID 720711, 2013; further: potency means the concentration at half of the fitted maximal effect; nearly all actives have a fitted effect of over 50% in size
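Compounds were titrated in qHTS against a Rap1B-BODIPY-GDP (250 nM) complex with EPAC2 (100 nM) and GDP (50 uM). BODIPY-GDP release tracked at 480/540 nm over 30 min at room temperature, normalized to 6.5 mM cAMP.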
TDP43 rescue: qHTS of TDP-43 Inhibitors; Potency, µM (top dose mostly 46.1 µM), inactives show top-dose growth rescue (activation), usual class: activators; TDP-43 expressing yeast growth rescue, BacTiter-Glo, 24 h; 410,000 compounds, 1.8% hits; further: potency means the concentration at half of the fitted maximal effect; % of control where 0% means no effect; nearly all actives have a fitted effect of over 50% in size
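Growth rescue of TDP-43-toxic yeast measured as ATP luminescence (BacTiter-Glo). Cells grown to mid-log in raffinose, induced in galactose at OD600=0.02, exposed to compound 24 hr at 30 deg C.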
FUS yeast rescue: qHTS for Suppressors of FUS Proteinopathy: Primary screen using FUS-linked yeast assay; S. cerevisiae FUS-expressing, growth rescue, OD600, 24 h; Potency, µM (highest dose often 76.6 µM), for the others: at the top dose growth rescue (activation), usual class: activators; 390,000 compounds, 0.24% hits; AID 1347120, 2019;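 further: potency means the concentration at half of the fitted maximal effect; plate controls were DMSO vehicle for no effect and reference control for full effect; nearly all actives have a fitted effect of over 55% in size; some results filed as inactive show a strong effect at the top dose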
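Quantitative HTS measuring growth restoration of FUS-toxic yeast. Galactose-induced cells (OD 0.005) were exposed 24hr at 30C to compounds at several concentrations, then absorbance at 600 nm was recorded.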
aSyn rescue: qHTS of alpha-syn Inhibitors | Yeast expressing alpha-synuclein, growth rescue, BacTiter-Glo, 24 h | Potency, µM (doses to about 46.1 µM), for inactives: at the top dose growth rescue (activation), usual class: activators | 370,000 compounds, 0.14% hits | AID 652106, 2013; further: potency means the concentration at half of the fitted maximal effect; % of control where 0% means no effect; nearly all actives have a fitted effect of over 65% in size
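Screening used galactose-induced yeast with toxic alpha-synuclein levels, exposed to compound for 24 hr at 30 deg C. Cell growth, read with BacTiter-Glo luminescence, gave the measured signal.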
EPAC2 antag: qHTS for Antagonist of cAMP-regulated guanine nucleotide exchange factor 2 (EPAC2): primary screen; Rap guanine nucleotide exchange factor 4 (Homo sapiens), Q8WZA2; EPAC2 GEF exchange of Rap1B-BODIPY-GDP, fluorescence; Potency, µM (series often up to 114 µM), without a hit: at the highest dose activity, negative = inhibition, usual class: inhibitors; 360,000 compounds, 0.18% hits; AID 720708, 2013; further: potency means the concentration at half of the fitted maximal effect; on the % scale 0 is the no-effect control and ±100 the full control effect; nearly all actives have a fitted effect of over 45% in size; many of its hits are not listed in these tables
Abeta yeast res: qHTS for compounds that reverse cellular toxicity of Amyloid beta (A-beta) peptide in yeast: Primary Screen. AID 1347071, 2019. 410,000 compounds, 0.063% hits. yeast expressing A-beta42, growth rescue, OD600, 48 h; response scale: 0% DMSO, 100% iron-clioquinol control. Potency, µM (top dose mostly 46.1 µM), without a hit: at the highest dose growth rescue, usual class: activators; further: potency means the concentration at half of the fitted maximal effect; nearly all actives have a fitted effect of over 55% in size
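Growth rescue measured by 600 nm absorbance after 48 h yeast culture at 30 C with compound. Values normalized between DMSO and an equimolar ferric chloride plus clioquinol control.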
DRD3 antagonist: qHTS of D3 Dopamine Receptor Antagonist: qHTS; D(3) dopamine receptor (Homo sapiens), P35462; D3R cells, DiscoveRx beta-arrestin luminescence, antagonist mode; active compounds read low; max response, negative = inhibition, %; 360,000 compounds, 2.5% hits; in the data active means max response below about -50%; inconclusive means no clear call, values can overlap the other calls; further: on the % scale 0 is the no-effect control and ±100 the full control effect; mostly tested at two doses, the higher about 12 µM
Target sequence (P35462 whole entry, looked up): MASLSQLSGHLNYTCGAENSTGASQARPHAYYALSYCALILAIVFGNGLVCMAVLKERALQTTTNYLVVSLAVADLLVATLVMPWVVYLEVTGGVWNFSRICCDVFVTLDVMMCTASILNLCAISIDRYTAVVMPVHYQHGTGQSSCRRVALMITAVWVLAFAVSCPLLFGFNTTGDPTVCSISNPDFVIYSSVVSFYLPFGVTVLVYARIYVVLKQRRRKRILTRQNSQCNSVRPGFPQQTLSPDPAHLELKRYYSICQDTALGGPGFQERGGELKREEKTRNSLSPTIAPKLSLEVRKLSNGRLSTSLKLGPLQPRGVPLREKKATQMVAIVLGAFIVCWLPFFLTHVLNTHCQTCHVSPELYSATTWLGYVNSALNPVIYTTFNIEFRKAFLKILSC
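Cells plated overnight at 1500 cells/well, then exposed to library compounds with dopamine controls for 90 minutes at 37 degrees C. DiscoveRx reagent added for 30–60 minutes at room temperature; luminescence read, quantitative HTS format.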
DRD3 agonist: qHTS of D3 Dopamine Receptor Agonist: qHTS. 410,000 compounds, 0.58% hits. D3R DiscoveRx beta-arrestin cells, luminescence, 90 min. AID 652048, 2013. max activation, %; in the data active means max activation above about 30%; further: 0% is about no effect; mostly tested at two doses, the higher about 12 µM
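Agonist mode: compounds and dopamine controls were applied to plated cells for 90 min at 37 degrees C after an overnight attachment at 1500 cells/well. Luminescent read-out followed 30 - 60 minutes at room temperature with DiscoveRx detection reagent.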
An asterisk follows results filed as active; & = joins results of further samples; [ ] = another dose, or the depositor's remark. Unless noted, the call rests on the fitted dose curve; in most records, active means well fitted curve in the direction sought with a large enough effect; inconclusive means small, poorly fitted or top-dose-only effect, or another doubt; inactive means no such curve, though single readings can be large; an effect the other way counts as inactive or inconclusive. An excerpt; rates above refer to the full screens.

Screening O=C(C[n+]1cccc(/C=N/O)c1)N1CCCCCC1 returned EPAC2 ag 2%, TDP43 rescue 2%, FUS yeast rescue 5%, aSyn rescue -2%, EPAC2 antag inconclusive, Abeta yeast res -9%, DRD3 antagonist 6 and DRD3 agonist 3.
CCC1CN(C(=O)Nc2cc(Cl)c(OC)cc2OC)c2ccccc2O1 (stereo not given) was read as TDP43 rescue 16%, FUS yeast rescue -1%, Abeta yeast res 11% and DRD3 agonist 0.
`CC1CC(C)CN(C(=O)COC(=O)c2cc([N+](=O)[O-])ccc2N2CCOCC2)C1` (stereo not given) gave EPAC2 ag -2%, TDP43 rescue 26%, FUS yeast rescue 16%, aSyn rescue 8%, EPAC2 antag -3%, Abeta yeast res 17%, DRD3 antagonist 14 and DRD3 agonist -1.
Screening COc1cc2ccccc2cc1C(=O)N1CCN(c2nc3ccc(F)cc3s2)CC1 returned TDP43 rescue 13µM*, FUS yeast rescue 16%, Abeta yeast res -70%[inhibitor] and DRD3 agonist 10.
For Cc1ccccc1OCC(=O)Nc1ccc2[nH]c(=O)sc2c1 the results were TDP43 rescue 1%, FUS yeast rescue 1%, Abeta yeast res -12% and DRD3 agonist -6.
For Cc1ccc(S(=O)(=O)NCC(=O)N2CCCCC2)cc1 the results were EPAC2 ag 1%, TDP43 rescue -3%, FUS yeast rescue -25%, aSyn rescue 1%, EPAC2 antag 7%, Abeta yeast res -1%, DRD3 antagonist 19 and DRD3 agonist 9.
`O=C(O)C(Cc1cn[nH]n1)=NO` gave EPAC2 ag -1%, TDP43 rescue 3%, FUS yeast rescue -30%, aSyn rescue -7%, EPAC2 antag 12%, Abeta yeast res -2%, DRD3 antagonist inconclusive and DRD3 agonist -2.
CCc1cc2c(NCCN3CCCCC3)ncnc2s1 was read as EPAC2 ag -1%, TDP43 rescue 22%, FUS yeast rescue 16%, aSyn rescue 2%, EPAC2 antag 4%, Abeta yeast res 21%, DRD3 antagonist -86* and DRD3 agonist -11.
COc1ccccc1NC(=O)CCN1C(=O)C2C3CCC(C3)C2C1=O (stereo not given) was read as EPAC2 ag 8%, TDP43 rescue 17%, aSyn rescue 4%, EPAC2 antag 20%, Abeta yeast res 5%, DRD3 antagonist 17 and DRD3 agonist 15.
`O=C(CCN1C(=O)c2ccccc2C1=O)Nc1ccc(-c2cn3ccsc3n2)cc1` gave EPAC2 ag -6%, TDP43 rescue -3%, FUS yeast rescue -18%, aSyn rescue -17%, EPAC2 antag 7%, Abeta yeast res -16%, DRD3 antagonist 5 and DRD3 agonist 0.
Screening COc1ccc(Br)cc1CNc1ccc(S(N)(=O)=O)cc1 returned EPAC2 ag -4%, TDP43 rescue -7%, FUS yeast rescue 0%, aSyn rescue 0%, EPAC2 antag -20%, Abeta yeast res 6%, DRD3 antagonist -5 and DRD3 agonist 1.
CCc1nnc(NC(=O)CCS(=O)(=O)Cc2ccccc2)s1 was read as EPAC2 ag 4%, TDP43 rescue -8%, FUS yeast rescue -1%, aSyn rescue 1%, EPAC2 antag -5%, Abeta yeast res 10%, DRD3 antagonist 10 and DRD3 agonist 2.
`O=C(CN1CCN(c2ccccc2F)CC1)Nc1ccccc1F` gave EPAC2 ag 4%, TDP43 rescue 8%, aSyn rescue -4%, EPAC2 antag -1%, Abeta yeast res 7%, DRD3 antagonist -58* and DRD3 agonist -13.
CC(=O)N/N=C/C1=CCC2CC1C2(C)C (stereo not given) was read as EPAC2 ag 2%, TDP43 rescue -1%, FUS yeast rescue -10%, aSyn rescue -4%, EPAC2 antag -5%, Abeta yeast res -1%, DRD3 antagonist -22 and DRD3 agonist -6.
Cc1ccc(S(=O)(=O)N2CCN(C(=O)CCOc3cc(C)ccc3C)CC2)cc1 was read as EPAC2 ag 12%, TDP43 rescue 35µM*, FUS yeast rescue 43%, aSyn rescue 10%, EPAC2 antag inconclusive, Abeta yeast res 16%, DRD3 antagonist -17 and DRD3 agonist 1.
Screening COC(C[C@@H]1O[C@@H]1[C@H](O)[C@H](C)OCc1ccccc1)OC returned EPAC2 ag 2%, TDP43 rescue -8%, FUS yeast rescue -23%, aSyn rescue -13%, EPAC2 antag 4%, Abeta yeast res -3%, DRD3 antagonist -6 and DRD3 agonist -9.
`Cc1ccc(NC(=O)Cn2c(=O)n(Cc3ccc4c(c3)OCO4)c(=O)c3ccccc32)c(C)c1` gave TDP43 rescue 9%, FUS yeast rescue -26%, Abeta yeast res 1% and DRD3 agonist -2.
`Cc1ccc(C)c(NC(=O)CSc2ccc(S(=O)(=O)N3CCCC3)cn2)c1` gave EPAC2 ag 1%, TDP43 rescue -5%, FUS yeast rescue -12%, aSyn rescue 2%, EPAC2 antag 4%, Abeta yeast res -19%, DRD3 antagonist 16 and DRD3 agonist 5.
Screening CCn1ncc(Br)c1C(=O)Nc1nccs1 returned EPAC2 ag 0%, TDP43 rescue -5%, FUS yeast rescue -3%, aSyn rescue 3%, EPAC2 antag -3%, Abeta yeast res 9%, DRD3 antagonist -4 and DRD3 agonist 0.
`O=C(Nc1ccc(Cl)c(Cl)c1)Nc1ccccc1NS(=O)(=O)c1cccs1` gave EPAC2 ag 11%, TDP43 rescue 3%, FUS yeast rescue 22%, aSyn rescue -19%, EPAC2 antag -2%, Abeta yeast res -16%, DRD3 antagonist -8 and DRD3 agonist 3.
`O=C(CSc1nnc(CNC(=O)c2ccc(F)cc2)o1)Nc1nccs1` gave EPAC2 ag 12%, TDP43 rescue 12%, FUS yeast rescue 23%, aSyn rescue 1%, EPAC2 antag -7%, Abeta yeast res -4%, DRD3 antagonist 14 and DRD3 agonist 5.
Screening CC(CCc1ccccc1)NC(=O)Cn1cccc1C(=O)c1ccccc1 (stereo not given) returned EPAC2 ag -6%, TDP43 rescue 11%, FUS yeast rescue 5%, aSyn rescue 5%, EPAC2 antag 0%, Abeta yeast res 3%, DRD3 antagonist -4 and DRD3 agonist 5.
Screening CCCOc1ccc(C(=O)N(Cc2ccco2)Cc2ccco2)cc1 returned TDP43 rescue 18%, FUS yeast rescue 35%, Abeta yeast res 4% and DRD3 agonist 8.
`O=NN(CCF)C(=O)NC1CCS(=O)(=O)CC1` gave EPAC2 ag 4%, TDP43 rescue -1%, FUS yeast rescue -13%, aSyn rescue -6%, EPAC2 antag 8%, Abeta yeast res -17%, DRD3 antagonist 1 and DRD3 agonist -3.
`O=C(O)c1ccc(NS(=O)(=O)c2ccc3c(c2)C(=O)c2ccccc2C3=O)cc1` gave EPAC2 ag 4%, TDP43 rescue -9%, FUS yeast rescue 27%, aSyn rescue -1%, EPAC2 antag -12%, Abeta yeast res -17%, DRD3 antagonist -19 and DRD3 agonist -11.
Screening CCOc1ccccc1NC(=O)CN1CCN(C(=O)C2CCCO2)CC1 (stereo not given) returned EPAC2 ag -7%, TDP43 rescue -13%, FUS yeast rescue 9%, aSyn rescue -1%, EPAC2 antag 2%, Abeta yeast res -6%, DRD3 antagonist 1 and DRD3 agonist 6.
For CCS(=O)(=O)n1nc(-c2ccc(Cl)cc2)nc1SCc1ccccc1 the results were EPAC2 ag 20%, TDP43 rescue -48%[inhibitor], aSyn rescue -41%[inhibitor], EPAC2 antag -13%, Abeta yeast res -11%, DRD3 antagonist -6 and DRD3 agonist -11.
Screening CC1CCCCN1S(=O)(=O)c1ccc2c(c1)oc(=O)n2CC(=O)Nc1ccc(Cl)cc1 (stereo not given) returned TDP43 rescue 8%[9.22 µM], FUS yeast rescue -10%, Abeta yeast res -2% and DRD3 agonist 0.
Screening CCOc1ccc(-c2cc3nc(C4CCN(C(=O)OC(C)(C)C)CC4)c(C(=O)Nc4c(C)cccc4C)cn3n2)cc1 returned TDP43 rescue inconclusive, FUS yeast rescue inconclusive, Abeta yeast res -4% and DRD3 agonist 17.
`Cc1noc(NS(=O)(=O)c2ccc(NC(=O)c3cc(F)c(F)c(F)c3F)cc2)c1C` gave EPAC2 ag 1%, TDP43 rescue -15%, FUS yeast rescue 25%, aSyn rescue -9%, EPAC2 antag 11%, Abeta yeast res -5%, DRD3 antagonist 11 and DRD3 agonist -3.
For CC(=O)Nc1nc2c(s1)CCc1ccccc1-2 the results were EPAC2 ag 8%, TDP43 rescue 20%, FUS yeast rescue -3%, aSyn rescue 10%, EPAC2 antag 3%, DRD3 antagonist 0 and DRD3 agonist 1.
CCN(CC)CCNC(=O)c1ccc(NC(=O)c2cc(-c3ccncc3)nc3ccccc23)cc1 was read as EPAC2 ag 2%, TDP43 rescue 8%, FUS yeast rescue inconclusive, aSyn rescue 6%[1.84 µM], EPAC2 antag 10%, Abeta yeast res 1%, DRD3 antagonist -11 and DRD3 agonist -10.
CCN(CC)C(=O)/C=C/c1ccccc1 was read as EPAC2 ag -1%, TDP43 rescue 4%, FUS yeast rescue -33%, aSyn rescue 18%, EPAC2 antag 5%, Abeta yeast res -8%, DRD3 antagonist 7 and DRD3 agonist -10.
CC(=O)OC(C)C(=O)NS(=O)(=O)c1ccc(C)cc1 (stereo not given) was read as EPAC2 ag 13%, TDP43 rescue -25%, FUS yeast rescue 12%, aSyn rescue -4%, EPAC2 antag 2%, Abeta yeast res -1%, DRD3 antagonist -16 and DRD3 agonist -7.
For O=C(Nc1ccc(OC(F)(F)F)cc1)c1cccc(-n2cnnn2)c1 the results were EPAC2 ag -1%, TDP43 rescue -14%, FUS yeast rescue 11%, aSyn rescue 0%, EPAC2 antag 6%, Abeta yeast res -12%, DRD3 antagonist 8 and DRD3 agonist -12.
Screening COCCCNC(=O)c1ccc2nc(Cc3ccc(OC)cc3)oc2c1 returned EPAC2 ag -1%, TDP43 rescue -12%[1.82 µM], FUS yeast rescue 8%&-5%, aSyn rescue 2%, EPAC2 antag -7%, Abeta yeast res -5%&5%, DRD3 antagonist 3 and DRD3 agonist 2&-16.

Screening results from PubChem BioAssay.
